# ABHD4 inh = inhibits mouse alpha/beta hydrolase domain 4; Q8VD66; purified mABHD4, FP-Rh probe fluorescence polarization; inhibition, % at 8.92 µM; 370,000 compounds, 0.54% hits;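 active = inhibition exceeding the mean over every tested compound plus 3 SD, cut at about 30% in these data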;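 also: 0% = plate median of compound wells and 100% = S159A mutant with DMSO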
#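 Test system: mABHD4 protein; Read-out basis: % inhibition; Incubation: 45 min + 60 min at 25 °C; Repeats: single replicate; Technique: fluorescence polarization with parallel and perpendicular emission, 525/598 nm; Compound: 8.92 µM, single dose; Benchmarks: full inhibition S159A mutant plus DMSO, zero as sample-well median.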
# TCR-CD3 inh = blocks the human TCR-CD3 interaction. 360,000 compounds, 0.37% hits. AID 651800. TAMRA-labeled TCR probe fluorescence, biochemical. inhibition, % at 9.4 µM; in the data active = inhibition above about 19%;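 also: recombinant mutant TCR 2C K166C tagged with TAMRA read by polarization; 0% = receptor in buffer alone and 100% = receptor with positive control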
# PRMT1 inh = blocks human protein arginine methyltransferase 1. Q99873. inhibition, % at 2.79 µM. 370,000 compounds, 1.3% hits. recombinant PRMT1, activity-based probe fluorescence polarization. AID 652257;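 active = inhibition above about 21% made by adding two undisclosed values, limit read from the data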
# HTRA1 inh = blocks human HTRA1 serine peptidase; Q92743; recombinant HTRA1, FP-rhodamine activity-based probe, fluorescence polarization; inhibition, % at 5.96 µM; 340,000 compounds, 0.5% hits; in the data active = inhibition above about 36%;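 also: 0% = enzyme with DMSO and 100% = wells lacking enzyme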
# Target sequence (Q92743 whole entry, looked up): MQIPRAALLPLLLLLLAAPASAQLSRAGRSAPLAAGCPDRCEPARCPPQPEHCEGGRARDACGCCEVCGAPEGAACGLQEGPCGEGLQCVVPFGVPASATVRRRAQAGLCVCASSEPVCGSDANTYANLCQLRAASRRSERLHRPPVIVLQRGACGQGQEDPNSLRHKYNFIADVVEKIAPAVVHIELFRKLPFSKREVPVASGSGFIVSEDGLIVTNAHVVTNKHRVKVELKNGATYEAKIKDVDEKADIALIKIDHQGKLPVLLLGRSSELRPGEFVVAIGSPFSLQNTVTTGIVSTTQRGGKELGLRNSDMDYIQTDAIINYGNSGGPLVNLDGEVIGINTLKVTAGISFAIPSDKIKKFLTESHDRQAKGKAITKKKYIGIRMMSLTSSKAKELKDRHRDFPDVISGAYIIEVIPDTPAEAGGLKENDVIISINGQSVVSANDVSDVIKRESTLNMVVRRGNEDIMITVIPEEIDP
# GC-B act = GC-B (human) receptor activation; P20594; HEK293-GC-B cells, CNP EC30, cGMP TR-FRET; 0% at EC30 CNP, 100% saturating CNP; activation, % at 10 µM; 370,000 compounds, 0.11% hits; AID 1920062;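 active = activation at 10 µM reaching about 35% in either raw or pattern-adjusted values, limit read from the data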
# rCAG RNA binder = r(CAG) repeat RNA binding; inhibition, % at 3 µM; TO-PRO-1 dye displacement fluorescence; 370,000 compounds, 1.3% hits;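 active = inhibition above the plate cutoff, the mean of all test compounds on that plate plus 3 SD, cut at about 35% in these data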;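 also: 0% = DMSO alone and 100% = 100 µM mitoxantrone as full dye displacement; higher means more dye released from RNA so lower well fluorescence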
# LEDGF integ inh = blocks HIV-1 LEDGF/p75-dependent DNA integration | TR-FRET IN-LEDGF/p75 DNA integration, Eu/Cy5 | inhibition, % at 3.7 µM | 370,000 compounds, 0.64% hits | AID 743269;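 active = inhibition above the screen-wide mean plus 3 SD, cut at about 13% in these data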;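 also: signal is the Cy5 over europium emission ratio at 671 and 618 nm; 0% = plate median of compound wells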
# SIAE inh = human SIAE inhibition, primary screen. Q9HAT2. SIAE FP-Rh probe binding, fluorescence polarization. inhibition, % at 9.66 µM. 370,000 compounds, 0.69% hits;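 active = inhibition above a cutoff: mean of compounds within the control limits plus 3 SD of those, cut at about 17% in these data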;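 also: 0% = plate median of compound wells and 100% = probe without SIAE protein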
# TDP2 inh = TDP2 (human) inhibition, absorbance primary screen; recombinant TDP2, T5PNP hydrolysis, p-nitrophenol absorbance 415 nm; 370,000 compounds, 0.34% hits; inhibition, % at 12.8 µM; O95551;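 active = inhibition above the mean of all tested compounds plus 3 SD, set per campaign, cut at about 25% in these data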;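 also: 0% = DMSO with enzyme and 100% = buffer with substrate but no TDP2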
# Target sequence (O95551 whole entry, looked up): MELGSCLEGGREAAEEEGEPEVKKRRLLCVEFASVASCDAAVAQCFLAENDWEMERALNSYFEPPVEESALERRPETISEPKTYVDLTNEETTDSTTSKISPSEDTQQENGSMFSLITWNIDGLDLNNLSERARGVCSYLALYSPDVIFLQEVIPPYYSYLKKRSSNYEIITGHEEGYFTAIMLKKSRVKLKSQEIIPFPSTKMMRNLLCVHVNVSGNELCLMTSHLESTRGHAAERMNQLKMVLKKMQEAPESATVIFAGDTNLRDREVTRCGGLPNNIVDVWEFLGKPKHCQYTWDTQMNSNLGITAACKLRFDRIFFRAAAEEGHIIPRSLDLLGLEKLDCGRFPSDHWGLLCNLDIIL
#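 Evaluation: % inhibition relative to enzyme-containing and enzyme-free wells. Material: recombinant human TDP2. Benchmarks: enzyme-free and DMSO wells. Timing: enzyme reaction with compound for 2 h at 37 °C. Compound dosing: 12.8 µM only. Measured by: p-Nitrophenol epi absorbance. Reagent: T5PNP substrate at 5 mM, a TopII-DNA adduct mimic. Replication: single well per compound.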
# MBD2 inh = MBD2-methylated oligo binding inhibition. 370,000 compounds, 0.31% hits. TR-FRET, MBD2 binding to methylated oligonucleotide. inhibition, % at 4.4 µM; in the data active = inhibition above about 13%
# * hit, by the source's call; nt = no result given. Not all compounds are listed; the hit share may differ from the screen's.
1	Cn1nc(-c2ccc(C(=O)Nc3cccnc3)cc2)c2ccccc2c1=O
2	O=C(Cn1cnc2ccccc21)OCC(=O)N1CCCCC1
3	CC1CN(C(=O)c2cc3cc(F)ccc3[nH]2)CC(C)O1 (centres undefined)
4	CC[C@]12C(=O)N(C)C[C@H]([C@@H]3C(=O)N(C)C(=O)[C@@H]31)N2C(=O)c1ccc(C(F)(F)F)cc1
5	O=C(CO)c1c[nH]c2ccccc12
6	COc1ccc(CCNC(=O)Cn2c(=O)n(CCCC(=O)NCc3ccco3)c(=O)c3sccc32)cc1OC
7	Cc1ccc(-c2nnn(CC(=O)N(CC3CCCO3)C(C(=O)NC3CCCC3)c3ccc(F)cc3)n2)o1 (centres undefined)
8	COc1ccccc1C(CNC(=O)c1cccc(S(=O)(=O)Nc2ccc(F)cc2)c1)N(C)C (centres undefined)
9	COc1ccc(NC(=O)C2C3C=CC4(O3)C2C(=O)N(CCN2CCCCC2C)C4C(=O)NC2CCCC(C)C2C)cc1 (centres undefined)
10	Cc1ccc(NC(=O)Cn2nc(C(=O)O)c3ccccc3c2=O)cc1S(=O)(=O)N1CCOCC1

screen / no.,1,2,3,4,5,6,7,8,9,10
ABHD4 inh,8,1,0,2,0,5,3,-7,0,-4
TCR-CD3 inh,-1,7,8,-10,4,-5,7,-4,0,2
PRMT1 inh,1,0,-7,0,0,-3,-2,1,5,-5
HTRA1 inh,5,-3,-10,5,nt,7,-1,-3,0,-8
GC-B act,3,0,14,12,-4,-1,-7,-2,1,-2
rCAG RNA binder,3,2,0,-2,0,-2,-4,7,-8,8
LEDGF integ inh,-5,-2,3,-1,0,3,-1,4,1,0
SIAE inh,0,6,-2,-2,2,-4,7,2,2,-5
TDP2 inh,-1,-4,-15,-2,-10,27*,8,-6,6,5
MBD2 inh,5,1,1,0,-7,2,1,-1,7,1

# The last 4 entries of the section before come first, to join the parts.
7	Cc1ccc(-c2nnn(CC(=O)N(CC3CCCO3)C(C(=O)NC3CCCC3)c3ccc(F)cc3)n2)o1 (centres undefined)
8	COc1ccccc1C(CNC(=O)c1cccc(S(=O)(=O)Nc2ccc(F)cc2)c1)N(C)C (centres undefined)
9	COc1ccc(NC(=O)C2C3C=CC4(O3)C2C(=O)N(CCN2CCCCC2C)C4C(=O)NC2CCCC(C)C2C)cc1 (centres undefined)
10	Cc1ccc(NC(=O)Cn2nc(C(=O)O)c3ccccc3c2=O)cc1S(=O)(=O)N1CCOCC1
11	Cn1nc(C(C)(C)C)cc1C(=O)N1CCCC(c2cc(C(=O)NCc3ccccc3)no2)C1 (centres undefined)
12	CN(CC(=O)Nc1cccc(F)c1)C(=O)CC1CCCC1
13	Cc1ccc2c(c1)N(C(=O)CCC(=O)NCCCN1CCC(Cc3ccccc3)CC1)CCO2
14	COc1cc2c3nnc(-c4ccccc4)c-3cn(Cc3ccccc3F)c2cc1OC
15	CN(C(=O)COC(=O)C(C)(C)Oc1ccc(Cl)cc1)c1c(N)n(Cc2ccccc2)c(=O)[nH]c1=O
16	Cn1c(=O)c2[nH]c(CNc3ccc(C(=O)O)cc3)nc2n(C)c1=O
17	COc1ccc(NS(=O)(=O)c2ccc(NS(=O)(=O)c3ccc(SC)cc3)cc2)c(OC)c1
18	COc1ccccc1NC(=O)/C(=C\c1cccnc1)NC(=O)c1ccc(C)cc1
19	Cc1[nH]c(-c2ccc(F)cc2)cc1C(=O)N1CCN(c2cccc(Cl)c2)CC1
20	O=C(NCc1cccnc1)c1ccc2c(=O)n(CCCN3CCCC3=O)c(=S)[nH]c2c1

screen / no.,7,8,9,10,11,12,13,14,15,16,17,18,19,20
ABHD4 inh,3,-7,0,-4,3,2,6,25,0,-4,7,-4,6,3
TCR-CD3 inh,7,-4,0,2,2,1,-11,9,5,6,3,-7,0,2
PRMT1 inh,-2,1,5,-5,-2,-3,-3,0,-2,-1,0,0,6,1
HTRA1 inh,-1,-3,0,-8,nt,-2,3,nt,-1,10,-14,8,-14,0
GC-B act,-7,-2,1,-2,-5,-4,-13,12,-3,4,1,-1,1,-4
rCAG RNA binder,-4,7,-8,8,-2,-4,4,-18,0,-2,38*,6,2,-4
LEDGF integ inh,-1,4,1,0,1,7,-4,-1,-4,0,1,-1,-3,-4
SIAE inh,7,2,2,-5,-4,2,-4,-6,0,6,-5,-5,5,1
TDP2 inh,8,-6,6,5,0,-14,-9,-8,-9,18,-3,-6,-1,3
MBD2 inh,1,-1,7,1,1,-5,-2,-4,-3,-2,-1,2,8,1

# Molecules listed so far that contain an NH in an aromatic ring, in the order listed:
3	CC1CN(C(=O)c2cc3cc(F)ccc3[nH]2)CC(C)O1 (centres undefined)
5	O=C(CO)c1c[nH]c2ccccc12
15	CN(C(=O)COC(=O)C(C)(C)Oc1ccc(Cl)cc1)c1c(N)n(Cc2ccccc2)c(=O)[nH]c1=O
16	Cn1c(=O)c2[nH]c(CNc3ccc(C(=O)O)cc3)nc2n(C)c1=O
19	Cc1[nH]c(-c2ccc(F)cc2)cc1C(=O)N1CCN(c2cccc(Cl)c2)CC1
20	O=C(NCc1cccnc1)c1ccc2c(=O)n(CCCN3CCCC3=O)c(=S)[nH]c2c1

screen / no.,3,5,15,16,19,20
ABHD4 inh,0,0,0,-4,6,3
TCR-CD3 inh,8,4,5,6,0,2
PRMT1 inh,-7,0,-2,-1,6,1
HTRA1 inh,-10,nt,-1,10,-14,0
GC-B act,14,-4,-3,4,1,-4
rCAG RNA binder,0,0,0,-2,2,-4
LEDGF integ inh,3,0,-4,0,-3,-4
SIAE inh,-2,2,0,6,5,1
TDP2 inh,-15,-10,-9,18,-1,3
MBD2 inh,1,-7,-3,-2,8,1

# Following part.
21	Cc1ccc(C(=O)C(C)OC(=O)Cc2n[nH]c(=O)c3ccccc23)cc1 (centres undefined)
22	O=C(COc1ccc(-n2cnnn2)cc1)NC(=O)NCc1ccccc1
23	CC(=O)N1c2ccc(S(=O)(=O)NCC3CCC(C(=O)Nc4ccc(C)cn4)CC3)cc2CC1C (centres undefined)
24	CC(C)c1ccc(-n2ccnc2SCC(=O)O)cc1
25	N#Cc1ccc(NC(=S)NC(=O)CCc2ccc(S(=O)(=O)N3CCOCC3)cc2)cc1
26	Cc1ccc(N(CC(=O)NC2CCCCC2)S(=O)(=O)c2c(C)nn(C)c2C)cc1
27	FC(F)(F)c1ccccc1NC(=S)NN1CCOCC1
28	CCc1nc2c(OCCn3cccc3)cccn2c1N(C)C(=O)c1ccc(C)cc1
29	C1CC1C(=NN=C(C1CC1)C1CC1)C1CC1
30	CC(=O)Nc1ccc(S(=O)(=O)N2CCN(C(=O)N3CCCC3)CC2)cc1

screen / no.,21,22,23,24,25,26,27,28,29,30
ABHD4 inh,0,-9,1,1,-2,5,0,0,1,4
TCR-CD3 inh,-5,7,4,1,9,2,3,-8,8,4
PRMT1 inh,0,0,0,1,-1,-1,-3,3,-5,1
HTRA1 inh,3,5,4,8,-2,0,4,nt,4,1
GC-B act,-4,1,0,1,0,1,-5,8,0,5
rCAG RNA binder,-4,4,-1,1,0,-5,2,8,1,1
LEDGF integ inh,-5,-1,0,-2,4,1,0,-2,3,0
SIAE inh,0,7,0,7,-8,2,1,6,-2,9
TDP2 inh,17,-3,7,-11,5,11,2,0,-8,3
MBD2 inh,1,2,-2,2,0,-4,1,2,-5,0

31	Cc1oc(-c2ccc(Cl)cc2)nc1CN1CCCC(C(=O)NC2CC2)C1 (centres undefined)
32	O=C(O)Cn1c(=O)cnc2ccccc21
33	Cc1cccc(C(=O)Nc2c(C#N)c(C)c(C)n2Cc2ccccc2)c1
34	Cc1cccc(Cn2cc(COC(=O)NCCc3ccccc3)nn2)c1
35	CCN1CCN(CC(=O)Nc2ccc(N(C)C)cc2)CC1
36	COc1ccccc1NC(=O)c1c(Nc2ccccc2F)sc(C(=O)Nc2cccc(Cl)c2)c1N
37	C[C@H](NC(=O)c1nc[nH]c1C(=O)NCC(=O)OCc1ccccc1)C(=O)OC(C)(C)C
38	COc1ccc(-c2cc(C(=O)NNC(=O)c3csc(N4CCOCC4)n3)c3ccccc3n2)cc1OC
39	CCNc1nc(NC(C)(C)C)nc(Oc2ccc(=O)n(-c3ccccc3)n2)n1
40	COc1ccc(NC(=O)C2CCCN(S(=O)(=O)c3cccnc3)C2)cc1 (centres undefined)

screen / no.,31,32,33,34,35,36,37,38,39,40
ABHD4 inh,0,3,1,-1,5,-66,-6,-7,-16,9
TCR-CD3 inh,7,7,3,nt,5,-6,1,-5,-6,9
PRMT1 inh,-5,0,-2,-2,-3,4,-3,-1,2,-3
HTRA1 inh,6,2,-2,nt,5,-57,-9,-9,-5,3
GC-B act,-1,2,2,18,3,1,0,0,2,3
rCAG RNA binder,-4,-2,-2,-1,0,28,-8,14,-2,-5
LEDGF integ inh,2,-2,-5,-1,4,-3,0,-7,-4,0
SIAE inh,-2,-5,5,-4,6,-43,5,-10,-8,4
TDP2 inh,2,-4,9,-2,-1,0,0,-15,5,-1
MBD2 inh,-5,3,2,-2,2,0,-4,2,11,0

41	COc1ccc(-c2nnc(NC(=O)c3ccco3)s2)cc1
42	Clc1ccc(CSc2nnc([C@@H]3CCCN3)o2)cc1
43	c1ccc(Cn2cc(CN3CCCCO3)c(-c3ccc4c(c3)OCO4)n2)cc1
44	O=c1c(Cc2ccc(F)cc2)c(O)ccn1C1CC1
45	NS(=O)(=O)c1cc(C(=O)OCC(=O)c2ccc3c(c2)OCCO3)ccc1Cl
46	CCN(CC)CCCN=C1N[C@@H](c2ccccc2)C(C(=O)OC)=C(C)N1CC
47	N#Cc1c(Nc2cccc(F)c2)sc2c(O)cc(=O)[nH]c12
48	CC(=O)NC1=NN(C(C)=O)C2(CCCCC2)S1
49	CCCN1Cc2cccc(C(=O)Nc3ccc(S(=O)(=O)N4CCCCCC4)cc3)c2C1=O
50	CCN1CCN(S(=O)(=O)Cc2ccccc2Cl)CC1
51	CC1CN(c2cc(=O)n(-c3cccc(Br)c3)c(=O)[nH]2)CC(C)O1 (centres undefined)
52	Cc1ccc(NC(=O)CSc2nc(NS(=O)(=O)c3ccc(C)cc3)cc(=O)[nH]2)cc1

screen / no.,41,42,43,44,45,46,47,48,49,50,51,52
ABHD4 inh,3,1,-4,3,-8,3,15,0,-4,2,3,-18
TCR-CD3 inh,-6,-3,2,-6,3,9,1,10,-1,3,-10,0
PRMT1 inh,-5,0,1,0,-2,2,2,0,-2,2,4,5
HTRA1 inh,15,5,-29,-1,-13,10,nt,7,1,0,1,-56
GC-B act,-8,0,3,-2,5,3,-3,6,0,-3,5,4
rCAG RNA binder,1,-6,-7,-1,11,7,24,-4,4,-3,3,12
LEDGF integ inh,-1,-1,-1,-2,4,2,-2,-4,6,0,0,1
SIAE inh,-1,-4,-1,3,-8,-1,3,-1,-6,5,1,-13
TDP2 inh,-12,-8,-4,5,-5,-12,-13,-6,-15,15,0,-7
MBD2 inh,-5,2,6,3,-5,5,1,2,0,-3,1,0
